# Assay outcomes (PubChem BioAssay)
# T cell HTS = T cell immune modulators affecting CD8 T cell-vesicle binding; 2C CD8+ T cell-vesicle binding, flow cytometry; active compounds read low; calls only at 7 µM; 330,000 tested, 0.068% active;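 active means response, share of CD8 T cells binding vesicles, and their 90th percentile fluorescence all below set limits, cut at about 80% in these data, passing the limit was not always enough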
#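 Assay system: 2C TCR transgenic mouse naive CD8+ T cells, MACS-purified | Read-out: CD8+ gate FL2 mean fluorescence as % of same-row positive control | Signal: High-throughput flow cytometry with anti-B7-1 and anti-CD8 staining | Timing: Binding step 1.5 h, 37 °C, antibody labelling 20 min, ice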
# GPR35 antagonists = inhibition of zaprinast-stimulated GPR35 beta-arrestin translocation – imaging, U2OS, beta-arrestin-GFP, zaprinast agonist, primary screen (AID 2058). U2OS GPR35 beta-arrestin-GFP translocation imaging, zaprinast antagonism; higher % means a stronger effect. inhibition, % at 10 µM; hits with a dose series show IC50 in µM. 290,000 tested, 0.052% active;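 active means inhibition of at least 50% with at least 30 cells and total cytoplasm GFP at most 10,000,000; inconclusive means under 30 cells or total GFP of 10,000,000 plus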
# GPR55 antagonists = inhibition of LPI-stimulated GPR55 beta-arrestin translocation – imaging, U2OS, beta-arrestin-GFP, LPI agonist, primary screen (AID 2013) | U2OS GPR55 beta-arrestin-GFP translocation imaging, LPI antagonism; higher % means a stronger effect | inhibition, % at 10 µM, or IC50 in µM where a hit was titrated | 290,000 tested, 0.13% active;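 active means spots per cell inhibited over 60%, with over 100 cells counted and total cytoplasm intensity under 500,000; inconclusive means wells with under 100 cells, flagged as likely toxic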;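 further: U2OS cells stably carrying GPR55 and arrestin-GFP stimulated by 5 µM LPI near EC80; imaged beta-arrestin-GFP aggregate spots per cell after agonist stimulation; plate controls were LPI-stimulated DMSO wells for no effect and DMSO wells without LPI for full effect; some results filed as inactive read as strong as hits; confirmed hits need IC50 under 10 µM and bright autofluorescent wells are also inconclusive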
# GPR55 beta-arrestin = GPR55 agonists via beta-arrestin recruitment, primary screen, imaging, U2OS cells, beta-arrestin-GFP redistribution (AID 1961); U2OS GPR55 beta-arrestin-GFP redistribution imaging; higher % means a stronger effect; activation, % at 10 µM; hits with a dose series show EC50 in µM; 290,000 tested, 0.048% active;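 active means activation above 40% with more than 50 cells counted in the well; inconclusive means wells holding fewer than 50 cells, flagged as toxic or sparse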;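 further: U2OS osteosarcoma cells stably expressing GPR55 and beta-arrestin-GFP; plate controls were DMSO negative control for no effect and LPI positive control for full effect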
# West Nile virus CPE = West Nile virus antiviral activity, cell-based, CPE readout (AID 1621) | West Nile virus-infected cells, CPE inhibition; higher % means a stronger effect | CPE inhibition, % at 10 µM; hits with a dose series show IC50 in µM | 290,000 tested, 0.02% active; in the data active means a potency from the dose series; inconclusive means CPE inhibition mostly from about 3.7% at the one dose, without a potency; inactive means the rest, 99 in 100 with CPE inhibition below about 2.2%; further: strong numbers were not always called active
# NTR1 ag = NTR1-driven beta-arrestin-GFP spot formation – imaging, U2OS cells, high content, primary screen (AID 493036); P30989; agonist mode; activation, % at 20 µM; 330,000 tested, 0.17% active;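 active means activation at or above 40% of the spot to cytoplasm intensity ratio, with at least 20 cells analyzed; inconclusive means wells under 20 cells, flagged as cytotoxic or low count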;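 further: 0% = DMSO without peptide and 100% = 100 nM NTR1 peptide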
# Target sequence (P30989 whole entry, looked up): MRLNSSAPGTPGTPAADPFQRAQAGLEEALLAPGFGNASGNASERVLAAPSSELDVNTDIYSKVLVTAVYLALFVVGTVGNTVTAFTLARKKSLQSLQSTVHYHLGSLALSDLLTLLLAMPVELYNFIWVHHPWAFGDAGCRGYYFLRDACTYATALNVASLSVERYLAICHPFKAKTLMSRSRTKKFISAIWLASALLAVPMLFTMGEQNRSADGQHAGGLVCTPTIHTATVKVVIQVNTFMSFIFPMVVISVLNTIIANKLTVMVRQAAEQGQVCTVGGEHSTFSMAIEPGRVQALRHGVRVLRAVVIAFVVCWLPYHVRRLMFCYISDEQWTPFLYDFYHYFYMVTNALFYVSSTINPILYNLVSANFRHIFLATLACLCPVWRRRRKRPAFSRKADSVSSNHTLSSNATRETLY
# KOR beta-arrestin-1 = kappa opioid receptor activators – cell-based, luminescence, uHTS, primary screen (AID 1777); KOR beta-arrestin recruitment, luminescence; higher % means a stronger effect; one-dose activation, % at 10 µM; EC50 in µM for titrated hits; 280,000 tested, 0.02% active; in the data active means activation above about 50%, passing the limit was not always enough; further: a part of the inactive calls stands beside numbers as strong as those of hits
# KOR beta-arrestin-2 = kappa opioid receptor blockers – cell-based, luminescence, uHTS (AID 1778); KOR beta-arrestin recruitment, luminescence, antagonist mode; higher % means a stronger effect; inhibition, % at 10 µM; hits with a dose series show IC50 in µM; 290,000 tested, 0.091% active; in the data active means inhibition above about 50%; further: strong numbers were not always called active
# PhoP inhibition = PhoP-dependent GFP reporter repression – Salmonella Typhimurium, primary screen (AID 1863); inhibition, % at 50 µM; hits with a dose series show IC50 in µM; 300,000 tested, 0.16% active; S. Typhimurium PhoP-regulated promoter GFP reporter, 4 h; higher % means a stronger effect;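 active means inhibition over 29.93%, a cutoff 3 SD above the screen mean, later confirmed by dose response; inconclusive means inhibition over 29.93% but no dose response follow-up; inactive means inhibition at most 29.93% or unconfirmed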;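 further: 0% = low Mg2+ inducing control and 100% = high Mg2+ repressing control; strong numbers were not always called active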
# T cell HTS vesicle-bound % = further read-out of T cell HTS, marked with its call; double positive events, %; measured here: CD8+ vesicle-bound cell fraction;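 binding gate set so that unloaded-vesicle control wells show 10% double positive cells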
# NTR1 ag cell count 20 µM = further read-out of NTR1 ag, marked with its call; cell count; measured here: cell count, cytotoxicity flag
# * hit, by the source's call; i = inactive; ? = inconclusive; . = no result given; [ ] = another dose, or the depositor's remark.
SMILES,T cell HTS,T cell HTS vesicle-bound %,GPR35 antagonists,GPR55 antagonists,GPR55 beta-arrestin,West Nile virus CPE,NTR1 ag,NTR1 ag cell count 20 µM,KOR beta-arrestin-1,KOR beta-arrestin-2,PhoP inhibition
COc1ccc(/C=N/n2c(C)nc3c([nH]c4ccccc43)c2=O)cc1CN1CCCC(C)(C)C1,i,37,-2%,12%,0.6%,-0.5%,0.0,73,-0.2%,-24%,-5%
O=C(CCn1cnc2ccccc2c1=O)Nc1nc(-c2ccc(Br)cc2)cs1,i,60,14%,-14%,-0.3%,0.1%,3.7,63,31%,-17%,-11%
CCCCN1c2cc(C)c(O)cc2C(C(=O)OCC)C1C (centres undefined),i,17,-6%,-6%,-0.2%,-0.3%,-1.3,52,0.7%,14%,0%
O=C(O)c1cccc(N2C(=O)c3cccc4cccc(c34)C2=O)c1,i,54,-3%,-10%,-0.2%,-0.8%,-1.3,61,0.2%,7%,14%
COC(=O)c1ccccc1NC(=O)Cn1nc(C(F)(F)F)c2c1CCC2,i,49,-11%,-3%,-0.3%,-1.3%,3.8,77,-10%,11%,-4%
C=CCOc1ccccc1CNc1ccc2c(c1)OCCO2,i,37,0%,3%,0.1%,-0.2%,4.7,60,5.2%,-7%,-7%
CC(=O)Nc1ccc(OC(F)(F)Cl)cc1,i,63,-7%,2%,0.2%,0.3%,-0.1,100,-0.3%,14%[20 µM],15%
CCN1C(=O)c2cccc3c(S(=O)(=O)NCCc4c[nH]c5ccccc45)ccc1c23,i,38,4%,14%,-0.1%,-0.7%,7.6,76,6.6%,0%,20%
CCC(C)(C)NC(=O)CN(Cc1ccccc1Cl)C(=O)CCC(=O)Nc1cc(C)ccn1,i,57,8%,16%,0.2%,-1.3%,-0.3,36,.,-37%[20 µM],7%
COCn1c(-c2ccccc2)nc2ccccc21,i,58,9%,3%,0.2%,0.5%,-0.3,82,7.4%,1%,22%
CC(C)(C)NC(=O)C1c2ccccc2Oc2ccccc21,i,45,23%,8%,-0.1%,0.1%,0.8,44,1.9%,8%,1%
COc1ccc(NC(=O)C2CCCN(S(C)(=O)=O)C2)cc1Cl (centres undefined),i,66,5%,-12%,-0.3%,0.5%,-0.7,58,0.4%,-45%[20 µM],0%
COCCn1c(N)c(N(Cc2ccccc2)C(=O)C2CCCCC2)c(=O)[nH]c1=O,i,23,-2%,10%,-0.3%,0.2%,0.0,62,-2.5%,-8%,-5%
O=C(O)c1ccc2c(=O)n3c(nc2c1)/C(=C/c1ccccc1C(F)(F)F)CCCC3,i,50,-2%,6%,-0.2%,0.0%,-0.5,65,0.6%,-5%,-1%
CN(Cc1ccccc1)c1ccc(N2C(=O)CCC2=O)cc1[N+](=O)[O-],i,17,-19%,1%,0.4%,0.2%,1.3,70,2.7%,-16%,-4%

# Full records, quoted from the list:
# O=C(O)c1ccc2c(=O)n3c(nc2c1)/C(=C/c1ccccc1C(F)(F)F)CCCC3 reads T cell HTS: i; T cell HTS vesicle-bound %: 50; GPR35 antagonists: -2%; GPR55 antagonists: 6%; GPR55 beta-arrestin: -0.2%; West Nile virus CPE: 0.0%; NTR1 ag: -0.5; NTR1 ag cell count 20 µM: 65; KOR beta-arrestin-1: 0.6%; KOR beta-arrestin-2: -5%; PhoP inhibition: -1%
# CC(C)(C)NC(=O)C1c2ccccc2Oc2ccccc21 reads T cell HTS: i; T cell HTS vesicle-bound %: 45; GPR35 antagonists: 23%; GPR55 antagonists: 8%; GPR55 beta-arrestin: -0.1%; West Nile virus CPE: 0.1%; NTR1 ag: 0.8; NTR1 ag cell count 20 µM: 44; KOR beta-arrestin-1: 1.9%; KOR beta-arrestin-2: 8%; PhoP inhibition: 1%

# Next section:
SMILES,T cell HTS,T cell HTS vesicle-bound %,GPR35 antagonists,GPR55 antagonists,GPR55 beta-arrestin,West Nile virus CPE,NTR1 ag,NTR1 ag cell count 20 µM,KOR beta-arrestin-1,KOR beta-arrestin-2,PhoP inhibition
O=C(CN(C1CCCCC1)S(=O)(=O)c1ccc(F)cc1)NCc1ccncc1,i,10,2%,?,-0.2%,-0.2%,0.3,45,-6.9%,-13%,4%
Nc1nncn1C(=O)c1c(Cl)cccc1Cl,i,31,-9%,6%,-0.1%,1.2%,0.4,67,-2.3%,4%,3%
CCN1CCN(CCNC(=O)c2cn(Cc3ccccc3F)nn2)CC1,i,25,11%,-1%,-0.1%,0.5%,0.2,70,-5.8%,38%,4%
COc1ccc(-c2nc(CCNS(=O)(=O)c3ccc4c(c3)OCCO4)cs2)cc1,i,13,-1%,-1%,-0.3%,0.4%,0.4,82,-2.1%,-1%,7%
CC(OC(=O)C1CCN(S(=O)(=O)c2ccc(Cl)cc2)CC1)C(=O)N1CCc2ccccc21 (centres undefined),i,6,-1%,-10%,0.7%,0.3%,0.0,50,9.7%,-17%,2%
Cc1cccc(Oc2ncnc(N)c2[N+](=O)[O-])c1C,i,9,-5%,10%,-0.2%,.,0.9,52,-4.5%,15%,-13%
COC(=O)c1sccc1NC(=O)c1ccc(C(C)C)cc1,i,52,-4%,25%,0.7%,-0.3%,4.1,64,-2.1%,1%,4%
Cc1ccc(S(=O)(=O)Nc2ccc(C(=O)OCC(=O)N(CCC#N)c3ccccc3)cc2)cc1C,i,46,-4%,8%,0.0%,0.0%,1.2,62,1.5%,-20%,8%
Cc1nc(SCC(=O)Nc2cc(C(N)=O)cc(C(N)=O)c2)c2c(C)c(C)sc2n1,i,43,28%,-11%,-0.2%,0.6%,-0.8,52,0.4%,2%,-3%
O=C(CCCn1c(=O)[nH]c2ccccc2c1=O)N1CCN(c2ccccn2)CC1,i,34,-10%,4%,0.3%,.,-0.7,82,-2.0%,20%,1%
Cn1cccc1Cc1nnc(SCC(=O)Nc2cccc(F)c2)n1-c1ccc(F)cc1,i,44,7%,10%,-0.1%,-0.8%,6.2,57,1.5%,-6%,-3%
Cc1nc2ccc([N+](=O)[O-])cc2c(=O)n1Cc1ccc(F)cc1,i,27,-11%,7%,-0.2%,-2.0%,-0.6,69,-0.1%,-4%,-3%
O=C(N/N=C/c1cc2c(cc1Br)OCO2)c1ccccn1,i,28,-2%,9%,-0.1%,0.5%,1.5,59,-6.1%,4%,1%
COc1ccc(-c2ccc(-c3noc(C4CCCCC4)n3)c(OC)n2)cc1,i,36,-3%,-7%,-0.1%,.,1.9,29,-4.9%,6%,-18%
CCn1nc(C)c(/C=N/NC(=O)c2ccoc2C)c1C,i,33,24%,0%,-0.1%,-0.1%,0.5,48,1.3%,-18%,-2%
CC(C)(C)c1ccc(OCC(O)CN2CCCC2)cc1 (centres undefined),i,30,-8%,8%,-0.1%,0.0%,1.9,40,-4.4%,-1%,9%
CC(=O)N1CCSc2ccc(S(=O)(=O)NCCc3ccc(Cl)cc3)cc21,i,25,-2%,4%,0.0%,-0.6%,1.6,64,2.1%,-1%,-6%
CCCCOC(=O)/C(=C\c1ccc([N+](=O)[O-])o1)NC(=O)c1ccccc1,i,29,7%,8%,-0.3%,0.7%,-2.2,86,-7.7%,-19%,-3%
CCCCS(=O)(=O)N1CCCC(C(=O)NCCc2ccccc2)C1 (centres undefined),i,24,5%,-2%,-0.2%,-1.1%,-0.8,44,0.3%,2%,-5%
Cc1ccc(NC(=O)CSc2nc3c(c(=O)[nH]2)CCC3)c(C)c1,i,12,18%,-2%,0.0%,0.6%,-0.9,55,0.6%,-20%,-8%
O=S(=O)(NC1=NCCCCC1)c1ccc(Cl)cc1,i,61,1%,8%,0.2%,0.1%,0.5,46,-3.1%,1%,-3%
COc1ccc(NC(=O)CN(Cc2ccccc2)S(C)(=O)=O)cc1,i,12,9%,-5%,-0.1%,0.0%,2.7,67,-12%,32%,12%
Cc1cc(C)c(C)c(S(=O)(=O)NCc2ccc(C(=O)N3CCN(C)CC3)cc2)c1C,i,33,-10%,-4%,1.0%,-0.3%,0.5,47,-3.1%,34%,9%
O=C1CC(c2ccsc2)Sc2ccccc2N1 (centres undefined),i,18,-11%,-14%,-0.2%,1.7%,0.3,57,0.1%,-2%,-4%
COC(=O)c1ccc(NC(=O)C(=O)N2CCN(C(=S)Nc3ccc(C)cc3)CC2)cc1,i,44,3%,4%,-0.2%,-1.2%,1.5,37,-3.0%,3%,3%
COCCCn1c(=O)/c(=C\c2ccccc2OC(F)F)s/c1=C(/C#N)C(=O)NC(C)C,i,4,5%,3%,-0.1%,0.3%,12,58,-6.1%,19%,-41%
O=C(O)c1cccc(NS(=O)(=O)c2cccc(C(=O)Nc3ccccc3[N+](=O)[O-])c2)c1,i,52,5%,-4%,-0.2%,-0.8%,0.6,50,-3.6%,-1%,6%
Cc1cc[n+](-c2[nH]c(=O)sc2/C=N/N=C(\[O-])c2ccccc2)cc1C,.,.,3%,10%,0.1%,0.0%,.,.,-4.1%,28%,-1%
COc1ccccc1N1CCN(C(=O)CCC(=O)N2CCN(c3ccccc3OC)CC2)CC1,i,53,-2%,-11%,-0.1%,-0.7%,0.1,60,0.6%,-5%,-6%
CC(Oc1ccccc1F)C(=O)Nc1ccc2ccccc2c1 (centres undefined),i,12,19%,12%,0.4%,-0.8%,-0.5,80,-2.7%,13%,1%
C#CCSc1nncn1C(=O)/C=C/c1ccccc1,i,34,-3%,0%,0.2%,-0.2%,0.8,39,3.4%,-16%,-11%
CCCCC1=NN(C(=O)c2cocc2C)C(O)(C(F)(F)F)C1 (centres undefined),i,23,-6%,-19%,0.0%,0.1%,1.2,44,-3.0%,18%,4%
COc1ccc(NC(=S)N2CCCC2c2ccc(OC)c(OC)c2)cc1 (centres undefined),i,20,-7%,1%,0.1%,-0.4%,0.2,69,-5.1%,-6%,0%
O=C1CCCC(=O)N1c1ccc(NCCOCCO)c([N+](=O)[O-])c1,i,35,-4%,12%,0.5%,0.8%,0.2,52,-0.6%,4%,2%
CCC(=O)Nc1cc(OC)cc(OC)c1,i,28,4%,10%,0.9%,0.4%,-1.6,41,4.2%,-24%,8%
